OX1R antagonist: human HCRTR1 antagonism. O43613. CHO/OX1R cells, Fluo-8 calcium fluorescence, orexin A. inhibition, % at 5 µM. 330,000 compounds, 0.43% hits;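 active means inhibition above its plate's threshold, mean inhibition of all tested compounds on the plate plus 3 SD, cut at about 37% in these data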;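 further: 0% = orexin A challenge wells and 100% = SB-334867-A antagonist wells; not every result past the cut was called active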
Target sequence (O43613 whole entry, looked up): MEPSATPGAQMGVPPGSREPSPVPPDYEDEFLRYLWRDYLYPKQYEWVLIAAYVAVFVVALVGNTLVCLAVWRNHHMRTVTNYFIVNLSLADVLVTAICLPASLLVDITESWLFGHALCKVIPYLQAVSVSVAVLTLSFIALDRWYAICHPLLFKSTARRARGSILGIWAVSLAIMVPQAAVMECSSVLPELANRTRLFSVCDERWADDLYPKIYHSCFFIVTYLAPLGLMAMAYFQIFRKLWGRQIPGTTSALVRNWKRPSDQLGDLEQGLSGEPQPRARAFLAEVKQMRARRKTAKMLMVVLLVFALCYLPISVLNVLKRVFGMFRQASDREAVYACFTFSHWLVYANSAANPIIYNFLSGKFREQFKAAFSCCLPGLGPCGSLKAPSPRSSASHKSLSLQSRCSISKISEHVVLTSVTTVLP
CHT allo act: human CHT allosteric activation; AID 488977; Q9GZV3; B-score at 10 µM; 310,000 compounds, 0.49% hits; CHT-expressing cells, membrane potential dye, choline EC20; stronger effect = higher value; LV-AA mutant CHT in HEK293 cells;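 active means initial fluorescence not abnormally high and integrated response B-score, plate-corrected, over 3 SD above library mean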
Target sequence (Q9GZV3 whole entry, looked up): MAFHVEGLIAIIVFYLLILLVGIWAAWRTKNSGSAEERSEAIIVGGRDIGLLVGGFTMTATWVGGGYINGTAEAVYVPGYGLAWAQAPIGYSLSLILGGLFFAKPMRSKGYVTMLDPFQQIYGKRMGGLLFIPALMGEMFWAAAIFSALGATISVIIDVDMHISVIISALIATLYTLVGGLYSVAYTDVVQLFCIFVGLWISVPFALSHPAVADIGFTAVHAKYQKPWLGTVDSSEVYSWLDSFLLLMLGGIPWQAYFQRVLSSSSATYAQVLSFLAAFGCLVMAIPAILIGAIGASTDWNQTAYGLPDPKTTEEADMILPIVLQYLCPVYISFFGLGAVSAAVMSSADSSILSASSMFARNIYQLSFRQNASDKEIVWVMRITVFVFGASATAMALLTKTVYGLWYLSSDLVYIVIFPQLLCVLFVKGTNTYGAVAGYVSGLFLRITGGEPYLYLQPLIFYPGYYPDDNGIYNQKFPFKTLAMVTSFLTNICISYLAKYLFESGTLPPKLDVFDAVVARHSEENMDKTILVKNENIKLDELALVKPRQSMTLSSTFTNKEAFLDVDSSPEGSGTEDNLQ
Numbers without * were called inactive; i = inactive; . = not tested or not shown.

SMILES	OX1R antagonist	CHT allo act
Cc1cccc(NC(=S)NN2CCN(C)CC2)c1	0.2	i
Cn1c(CSCc2ccccc2Cl)n[nH]c1=S	-13.2	i
CCC(C)NC(=O)CN(C1CCCCC1)S(=O)(=O)c1ccc(F)cc1 (stereo not drawn)	-30.3	i
CCCCN(C)CCCNC(=O)c1cccc(N2CCCC2=O)c1	4.7	i
O=C(CN(CCc1ccccc1)C(=O)CNS(=O)(=O)c1ccccc1)NCC1CCCO1 (stereo not drawn)	-9.5	i
COc1cccc(/C=C2\SC(=O)N(CCC(=O)NNC(=O)c3ccccc3Cl)C2=O)c1	-19.1	i
CC(=O)Nc1ccc(N2C(=O)CC(c3ccccc3)CC2=O)cc1	-10.2	i
CCCCN(C(=O)c1c(CC)noc1C)c1c(N)n(CCC)c(=O)[nH]c1=O	-5.9	i
CC(=O)C1=C(O)C(=O)N(CC#N)C1c1cccs1 (stereo not drawn)	-8.0	i
CCc1nnc(NC(=O)C(CC)c2ccccc2)s1 (stereo not drawn)	-23.8	i
O=C(NCc1ccccc1F)C(=O)NCC1CCCN1S(=O)(=O)c1cccs1 (stereo not drawn)	-18.1	i
O=C(c1cnn(C(=O)c2ccccc2)c1)c1ccccc1O	-4.2	i
C/C=C/c1ccc(OCC(=O)N(CCOC)c2c(N)n(CCCC)c(=O)[nH]c2=O)c(OC)c1	-16.6	i
Cc1nc2nc(SCC(=O)O)nn2c(C)c1Cc1c(F)cccc1Cl	-16.4	i
O=C(NCCC(=O)N(CCc1ccccc1)Cc1ccccc1)c1ccc(Br)cc1	-44.1	i
CC(C)(C)C1CCc2c(sc3c2C(=O)NC(c2ccco2)N3)C1 (stereo not drawn)	-18.9	i
COc1cccc(C(=O)Nc2cccc(C(=O)N3CCOCC3)c2)c1	-18.5	i
C=CCn1c(Oc2cc(C)ccc2C)nc2c1c(=O)n(C)c(=O)n2C	-7.5	i
COc1ccc(Cn2c(-c3ccccc3)nc3c(c(=O)c4ccccc4n3C)c2=O)cc1	-15.5	i
COC(=O)/C=c1/sc2nc3ccccc3n2c1=O	9.6	i
O=S(=O)(Cc1ccccc1)N1CCN(Cc2ccc(F)cc2Cl)CC1	-16.4	i
CCc1nn(C(C)C(=O)N2CCc3ccccc3C2)c(=O)c2cc3occc3n12 (stereo not drawn)	-4.0	i
O=C(O)COc1ccccc1/C=C1\SC(=S)N(c2cccnc2)C1=O	-11.5	i
O=C(O)c1ccc(/C=N\Nc2ccccn2)cc1	-11.5	i
COc1ccc(CC(=O)NCCc2cnc[nH]2)cc1	-3.5	i

Later entries.
SMILES	OX1R antagonist	CHT allo act
O=C1CC(c2cccc([N+](=O)[O-])c2)c2c(ccc3ccccc23)N1 (stereo not drawn)	-35.8	i
O=C(COC(=O)CNC(=O)c1cccc(Br)c1)Nc1nnc(-c2ccccc2)o1	-9.3	.
Cn1c(C(=O)OC(C(=O)NC2CCCCC2)c2cccnc2)cc2sccc21 (stereo not drawn)	-10.6	i
Cc1ccc(NC(=O)C2CCCN(S(=O)(=O)c3ccc(-n4cnnn4)cc3)C2)cc1 (stereo not drawn)	-15.7	i
O=C(CSc1nnc(-c2ccncc2)n1-c1ccc(Cl)cc1)Nc1ccc(C(=O)O)cc1	-13.5	i
COc1cccc(C(=O)Nc2nnc(C(C)C)s2)c1	-23.4	i
C=CCn1c(CSc2nc3ccccc3s2)nnc1SCC(=O)NCc1ccco1	-33.1	i
Cc1cccn2c(=O)c(/C=C(\C#N)S(=O)(=O)c3ccccc3)c(N3CCN(c4ccccc4)CC3)nc12	-5.3	i
CCCC(=O)Nc1ccc(S(=O)(=O)N2CCOCC2)cc1	4.4	i
CSc1ncc(CN2CCCC(C(=O)c3ccc(C(C)(C)C)cc3)C2)cn1 (stereo not drawn)	-20.4	i
Cc1ccccc1OCCOc1ccc([N+](=O)[O-])cc1/C=N/n1cnnc1	-20.2	i
Cc1c2c(nc3ccccc13)CCC(C(C)(C)C)C2 (stereo not drawn)	-54.8	i
COc1ccc(N2CCN(C(=O)Cc3csc(NC(=O)Nc4ccccc4OC)n3)CC2)cc1	-27.0	i
COC(=O)[C@@]12CCCCN1[C@H](c1ccc(-c3ccc(OC)cc3)c(OC)c1)[C@@H]1C(=O)N(C)C(=O)[C@@H]12	-32.9	i
O=[N+]([O-])c1nn(-c2ccc3c(c2)OCCO3)n(O)c1=NCc1ccc(F)cc1	-14.5	i
CCOc1ncnc2c1sc1nc(C)cc(C)c12	-25.2	i
CC(C)Cc1nc2n[nH]c(N)c2c2c1COC(C)(C)C2	-7.1	i
C(=N\n1cnnc1)/c1ccc2c(c1)OCO2	4.1	i
CCC(=O)c1ccc(OCC(=O)OCC(=O)c2cc(C)n(C3CC3)c2C)cc1	-21.8	i
CC1(C2CC2)NC(=O)N(CC(=O)NCC(=O)Nc2ccc(F)c(F)c2F)C1=O (stereo not drawn)	4.2	.
Cc1cc(NC(=O)CCC(=O)N(CC(=O)NCC2CCCO2)Cc2ccc(F)cc2)no1 (stereo not drawn)	-24.4	i
COCCN1CCN(C(=O)C2CCC(=O)N(Cc3ccc(Cl)cc3)C2)CC1 (stereo not drawn)	-3.9	i
O=C(CNC(=O)c1ccccc1Cl)NC1CCN(Cc2ccccc2)CC1	5.2	i
Cc1ccc(CCNC(=O)C2CCN(S(=O)(=O)N3CCC4(CC3)OCCO4)CC2)cc1	-2.3	i
Cn1c(C(=O)NN)cc2cc(Oc3ccccc3)ccc21	-9.7	i

The results go on.
SMILES	OX1R antagonist	CHT allo act
Cc1nc(C(=O)N2CCC(n3nccc3NC(=O)Nc3ccccc3Cl)CC2)cs1	-6.4	i
COC(=O)c1c(NC(NC(C)=O)C(Cl)(Cl)Cl)sc2c1CCCC2 (stereo not drawn)	-12.2	i
Cc1nc(-c2ccccc2)nc2[nH]c(=O)n(-c3ccccc3)c(=O)c12	-4.9	i
O=C(O)Cn1nnnc1SCC(=O)Nc1ccc(OC(F)(F)F)cc1	-15.3	i
COc1cc(OC)c(OC)cc1CCC(C)NC(=O)Cc1ccccc1 (stereo not drawn)	-45.9	i
Cc1ccc(S(=O)(=O)N2CCN(C(=O)CSc3ncn[nH]3)CC2)cc1	-12.8	.
O=C(/C=C/c1ccc(F)cc1)N1CC[C@@]2(O)CCCC[C@H]2C1	-13.1	i
CCn1cc(C(=O)NCCCN2CCC(C)CC2)c(=O)c2cc(S(=O)(=O)N3CCCC3)ccc21	-8.8	i
COc1ccc(NC(=O)NCc2cccnc2)cc1OC	-12.1	i
CS(=O)(=O)N(CC(=O)Nc1ccccc1Cl)c1ccc(Cl)cc1	-9.6	i
CSCCC(NS(=O)(=O)c1ccc2c(c1)OCCO2)C(=O)N(C)Cc1ccc(C)cc1 (stereo not drawn)	-24.8	i
COc1ccc2cc(C(=O)O)n(CC(=O)c3ccccc3)c2c1	4.2	i
O=C(CN1CCC(C(=O)c2cccc(Cl)c2)CC1)Nc1ccc(C(=O)O)cc1	3.2	i
Cc1nc2ccc([N+](=O)[O-])cc2c(=O)n1Cc1ccccc1Br	-26.3	i
NC(=O)c1ccc(NC(=O)COC(=O)CC2CC3CCC2C3)cc1 (stereo not drawn)	-5.2	.
COCCNC(=O)/C(C#N)=C/c1cn(CC(=O)NCc2ccco2)c2ccccc12	2.2	i
Cc1ccccc1-c1nc2cc(N)ccc2o1	6.3	i
COc1ccc(C(=O)N/N=C(\C)CC(=O)Nc2ccc(N(C)C)cc2)c(OC)c1	-31.5	i
Cc1cc(C)c(C)c(S(=O)(=O)NCc2ccc(C(=O)N3CCCC3)cc2)c1C	-14.1	i
COc1ccccc1CNC(=O)CCC(=O)Nc1nnc(C(C)C)s1	-14.0	i
CCOC(=O)COc1ccc(/C=C2/C(=O)NN(c3ccc(F)cc3)C2=O)cc1OC	-16.9	i
O=C(NCc1c(O)ccc2ccccc12)c1ccccc1	.	i
O=c1c2ccccc2oc2nc(-c3ccco3)n(-c3ccccc3)c(=O)c12	-24.8	i
CN(C1CCCCC1)S(=O)(=O)c1ccc(S(=O)(=O)N2CCN(CCC#N)CC2)cc1	-11.4	i
Cc1ccc(S(=O)(=O)N2CCN(C(=O)c3ccccc3OCc3c(C)noc3C)CC2)cc1	-13.8	.

Ordered by SMILES length (rising): six of the compounds above
SMILES	OX1R antagonist	CHT allo act
COc1ccc(NC(=O)NCc2cccnc2)cc1OC	-12.1	i
COc1ccccc1CNC(=O)CCC(=O)Nc1nnc(C(C)C)s1	-14.0	i
Cc1ccc(S(=O)(=O)N2CCN(C(=O)CSc3ncn[nH]3)CC2)cc1	-12.8	.
Cc1nc(-c2ccccc2)nc2[nH]c(=O)n(-c3ccccc3)c(=O)c12	-4.9	i
CN(C1CCCCC1)S(=O)(=O)c1ccc(S(=O)(=O)N2CCN(CCC#N)CC2)cc1	-11.4	i
Cc1ccc(S(=O)(=O)N2CCN(C(=O)c3ccccc3OCc3c(C)noc3C)CC2)cc1	-13.8	.

Six compounds picked at random from those above, as already listed:
SMILES	OX1R antagonist	CHT allo act
Cc1ccccc1-c1nc2cc(N)ccc2o1	6.3	i
COc1ccc(C(=O)N/N=C(\C)CC(=O)Nc2ccc(N(C)C)cc2)c(OC)c1	-31.5	i
COC(=O)c1c(NC(NC(C)=O)C(Cl)(Cl)Cl)sc2c1CCCC2 (stereo not drawn)	-12.2	i
CS(=O)(=O)N(CC(=O)Nc1ccccc1Cl)c1ccc(Cl)cc1	-9.6	i
CCn1cc(C(=O)NCCCN2CCC(C)CC2)c(=O)c2cc(S(=O)(=O)N3CCCC3)ccc21	-8.8	i
CN(C1CCCCC1)S(=O)(=O)c1ccc(S(=O)(=O)N2CCN(CCC#N)CC2)cc1	-11.4	i

Continuation:
SMILES	OX1R antagonist	CHT allo act
COc1cc(OC)cc(C(=O)N[C@H](C(=O)Nc2nnc(C3CC3)s2)C(C)C)c1	-41.0	i
CC(Nc1ccccc1CO)C(=O)Nc1cccc(Cl)c1Cl (stereo not drawn)	-21.4	i
CC(C)CC1(C)NC(=O)N(CC(=O)Nc2ccccc2Br)C1=O (stereo not drawn)	5.9	.
CC(C)c1nc2ccc(Br)cn2c1NC1CCCC1	-25.7	i
COc1ccccc1OCCCCN1CCCCC1	-19.4	i
Cc1cc(C)nc(NS(=O)(=O)c2ccc(NC(=S)NC(=O)C(C)C)cc2)n1	-7.5	i
COc1cccc(C(=O)OC2CCCN(C)C2)c1 (stereo not drawn)	2.8	i
Cc1nnc(SCC(=O)N2CCN(S(=O)(=O)c3ccc(Cl)cc3)CC2)[nH]c1=O	-5.9	i
CCN(C(=O)COc1ncnc2sccc12)c1ccccc1	-13.9	i
CC(NC(=O)c1ccccc1Cl)C(=O)OCc1cn2cc(Cl)ccc2n1 (stereo not drawn)	-19.2	.
CCOC(=O)c1cnc(-n2[nH]c(C)c(Cc3ccccc3)c2=O)[nH]c1=O	-6.3	i
CC(=O)CSc1nnc(Cc2ccc([N+](=O)[O-])cc2)o1	0.8	i
CC1(C)CC(CCNC(=O)c2ccc(-n3cnnn3)cc2)CC(C)(C)N1	-5.4	i
CCOC(=O)C1CCCN(C(=O)CNS(=O)(=O)c2ccc(Br)s2)C1 (stereo not drawn)	-17.1	i
CC[C@H](C)[C@@H]1NC(=O)c2cc([N+](=O)[O-])cc(I)c2SC[C@@H](C(N)=O)NC(=O)[C@H](CCCCN)NC1=O	0.5	i
Cc1ccc2c(c1)c(=O)c(Br)c(C)n2Cc1ccccc1	-40.9	i
O=[N+]([O-])c1ccc(N2CCN(c3ccccc3Cl)CC2)cn1	-4.2	i
O=C(c1ccco1)N1CCN(Cc2ccc(F)cc2Cl)CC1	-6.0	i
O=S(=O)(c1ccccc1)c1ccc(NCc2ccco2)cc1	5.3	i
O=C(O)c1ccc(N2CCCCC2)cc1O	2.8	i
COc1cccc(C(=O)NCC(=O)N2CCC(C)CC2)c1	2.6	i
O=C(NCc1ccco1)c1ccc(CS(=O)Cc2cccc(Cl)c2)o1 (stereo not drawn)	10.6	i
O=S(=O)(NCC1CCCO1)c1ccc(S(=O)(=O)N(Cc2ccc(F)cc2)Cc2ccco2)cc1 (stereo not drawn)	-2.1	i
CC(C)c1[nH]nc2c1C1(CCN(Cc3ccccc3)CC1)C(C#N)=C(N)O2	-12.2	i
O=C(c1cc2ccc([N+](=O)[O-])cc2oc1=O)N1CCOCC1	-0.6	i

The list goes on:
SMILES	OX1R antagonist	CHT allo act
COCC(C)n1c(C)cc(C(=O)COC(=O)c2nn(C)c(=O)c3ccccc23)c1C (stereo not drawn)	-8.9	.
CN1CCCN(C(=O)c2c(F)cccc2Cl)CC1	8.6	i
Oc1ccc(Br)cc1-c1cc(-c2ccccc2)n[nH]1	-1.3	i
Cc1nc2ccc(NC(=O)CCS(=O)(=O)c3ccccc3)cc2s1	-10.6	i
CCCCn1c(N)c(N(CCOC)C(=O)C2CCN(S(=O)(=O)c3ccccc3)CC2)c(=O)[nH]c1=O	-19.3	i
CCN(CC)C(=O)C1CCN(S(=O)(=O)c2c(C)noc2/C=C/c2cccc(C)c2)CC1	-43.9	i
O=C(COC(=O)c1cccc(C(=O)OCC(=O)NC2CCCCC2)n1)NC1CCCCC1	3.6	i
O=C(CN(C(=O)CCC(=O)Nc1nccs1)c1ccc(F)cc1)NCc1ccc(F)cc1	-24.9	i
O=S1(=O)NC2CCCCCN2c2ccc(F)cc21 (stereo not drawn)	-10.2	i
Cc1cc(C(=O)CSc2nc(N)cc(=O)[nH]2)c(C)n1CCc1ccc(F)cc1	9.0	i
Cc1ccc(S(=O)(=O)N2CC(O)CC2C(=O)OCc2nc3sc(C)c(C)c3c(=O)[nH]2)cc1 (stereo not drawn)	-33.6	i
COC(=O)CCCCC1SCC2NC(=O)NC21 (stereo not drawn)	-4.0	i
O=C(NCCNC(=O)c1cc(Cl)ccc1Cl)c1ccccn1	1.9	i
CN=C1S/C(=C\c2c(OC)cc(OC)cc2OC)C(=O)N1C	-16.8	i
COC(=O)c1ccc(C2Nc3ccc(/C(C)=N/NC(=O)C(OC)c4ccccc4)cc3C3C=CCC32)cc1 (stereo not drawn)	-13.0	i
COc1ccc(CCC(=O)Nc2c(C)n(C)n(-c3ccccc3)c2=O)cc1	-10.6	i
COc1ccc(-c2cc(C(F)(F)F)nc(SCCC(=O)N3CCCC3)n2)cc1	-25.8	i
CCOC(=O)N1CCN(C(=O)c2ccc3c(=O)n(Cc4ccc(Cl)cc4)c(=S)[nH]c3c2)CC1	-22.9	i
